mcGAS lum – blocks mouse cGAS activity. recombinant cGAS, Kinase-Glo ATP depletion luminescence. hit rate 0.15% among 160,000. Q8C6L5. inhibition, % at 12.5 µM;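 also: 0% = negative control wells and 100% = reference inhibitor with no enzyme activity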
hcGAS inh – blocks human cGAS activity. recombinant h-cGAS, ATP depletion, Kinase-Glo luminescence. inhibition, % at 12.5 µM. hit rate 0.081% among 290,000. AID 1259398;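 also: 0% = vehicle reaction and 100% = reaction without DNA for no activity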
Target sequence (Q8N884 whole entry, looked up): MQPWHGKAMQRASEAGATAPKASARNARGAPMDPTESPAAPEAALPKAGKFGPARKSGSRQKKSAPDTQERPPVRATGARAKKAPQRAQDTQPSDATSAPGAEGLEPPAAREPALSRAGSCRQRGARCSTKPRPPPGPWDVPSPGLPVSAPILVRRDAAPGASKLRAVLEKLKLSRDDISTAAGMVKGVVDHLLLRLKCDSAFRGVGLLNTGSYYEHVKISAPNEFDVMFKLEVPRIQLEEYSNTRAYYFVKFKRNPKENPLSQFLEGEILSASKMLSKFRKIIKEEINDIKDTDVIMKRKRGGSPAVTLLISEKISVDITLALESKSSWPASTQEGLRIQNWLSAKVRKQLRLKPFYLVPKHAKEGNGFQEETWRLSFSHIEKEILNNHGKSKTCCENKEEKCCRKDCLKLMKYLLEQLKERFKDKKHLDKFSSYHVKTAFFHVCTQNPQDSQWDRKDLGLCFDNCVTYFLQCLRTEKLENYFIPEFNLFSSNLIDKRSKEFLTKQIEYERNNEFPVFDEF
NPYLR7 ag – activates Aedes aegypti NPYLR7 receptor; HEK293T NPYLR7/Galpha15, GCaMP6s calcium fluorescence; activation, % at 10 µM; hit rate 0.15% among 270,000; in the data active = activation above about 40%;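 also: 0% = vehicle and 100% = reference agonist at the receptor; some compounds past the cut are filed as inactive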
Starred values were filed as active, the others as inactive; · = no result given; & = joins results of further samples. Rule as the data show it, unless noted: active = inhibition above about 40%; inactive = the rest.

SMILES	mcGAS lum	hcGAS inh	NPYLR7 ag
COc1ccc(-c2nc(N(CCC(=O)NC(C)c3ccccc3)CCc3ccccc3)c3ccccc3n2)cc1 (centres undefined)	2.0	4.9	-19.9
Cc1c(Cl)cccc1NC(=O)Cn1nc(-c2ccccc2)c2sc(N3CCCCC3)nc2c1=O	-8.5	-9.1	-3.5
CCOC(=O)C1(Cc2ccc(F)cc2)CCCN(C(=O)c2cc3nc(C)cc(C)n3n2)C1 (centres undefined)	-12.4	-10.1	4.1
O=c1c([N+](=O)[O-])c(N2CCOCC2)c2ccccc2n1Cc1ccccc1	·	2.3	12.7
CCOC(=O)C1C(=O)NCC12CCN(C(=O)c1ccc3c(c1)OCO3)CC2 (centres undefined)	-3.4	5.4	6.4
Cc1[nH]c2ccccc2c1-c1csc(N2CCCC2)n1	·	-5.8	3.0
COc1cccc(CNC(=O)C2CCN(C(=O)[C@H](C)NC(=O)Nc3cc(Cl)ccc3OC)CC2)c1	-7.5	-6.1	33.5
CCN(Cc1ccoc1)C(=O)Nc1cccc(C(F)F)c1	·	-5.0&-4.8	11.3&-3.2
CCC(C)N(Cc1ccc(OS(=O)(=O)c2ccc(NC(C)=O)cc2)cc1)C(=O)c1ccccc1F (centres undefined)	-7.2	1.6	17.8
Nc1c2c(nc3sc4c(c13)CCCC4)CCCCCC2	·	-5.2	17.8
COc1ccc(CN2C(=O)C3(OCCCO3)c3cc(Cl)ccc32)cc1	·	1.3	-4.3
CC(=O)c1ccc(C(=O)N(Cc2ccccn2)c2nc3c(C)c(C)ccc3s2)cc1	-11.3	-9.8	1.8
O=C(Nc1ccc(F)cc1)N1CCc2ccccc2C1c1ccccc1Cl (centres undefined)	-8.4	-6.1	11.2
CC1(C)CC(Nc2nccc(C(F)(F)F)n2)CC(C)(C)N1	-5.6	-1.1	4.4
CCC(C)N(Cc1cccc(OS(=O)(=O)c2cccc(C(F)(F)F)c2)c1)C(=O)c1ccc(C)c([N+](=O)[O-])c1 (centres undefined)	-5.9	-7.7	25.4

The last 3 entries of the part above come first, to join the parts.
SMILES	mcGAS lum	hcGAS inh	NPYLR7 ag
O=C(Nc1ccc(F)cc1)N1CCc2ccccc2C1c1ccccc1Cl (centres undefined)	-8.4	-6.1	11.2
CC1(C)CC(Nc2nccc(C(F)(F)F)n2)CC(C)(C)N1	-5.6	-1.1	4.4
CCC(C)N(Cc1cccc(OS(=O)(=O)c2cccc(C(F)(F)F)c2)c1)C(=O)c1ccc(C)c([N+](=O)[O-])c1 (centres undefined)	-5.9	-7.7	25.4
COCC(=O)N(Cc1ccco1)Cc1cc(NC(=O)c2ccccc2Cl)ccc1N(C)C	-2.0	-0.6	3.6
Cc1cc(=O)n2c3c(cc(S(=O)(=O)NC(C)(C)C)cc13)CCC2	·	-8.7	-2.9
CC(C)c1nc(CN(C)C(=O)c2ccc3c(c2)OCC(=O)N3)cs1	·	-2.1	16.3
COCC1CN(C)CC12CCN(C(=O)c1cccn1C)CC2 (centres undefined)	-3.9	-10.9	·
O=C(CCn1c(=O)oc2ccccc21)N1CCc2ccccc21	-5.9	-10.1	-0.9
O=C1CCC(C(=O)N2CCN(c3ccccc3)C(=O)C2)CN1Cc1ccc(Cl)cc1 (centres undefined)	·	-9.9	21.2
COCCNC(=O)C1(C)CCCN(Cc2nccn2C)C1 (centres undefined)	·	-12.5	-1.0
Cc1nc(NC(=O)C(C)C)ccc1-c1ccccc1CN1CCOCC1	-16.0	-3.9	9.4
COC(=O)c1ccc(N)s1	·	-6.9	6.3
Cc1cc(C)c2oc(=O)n(C3CCN(C(=O)c4cccc5c4-c4ccccc4C5=O)CC3)c2c1	-0.2	-4.2	4.3
C=CCc1c(C)nc(SC)nc1Nc1ccc(C(C)=O)cc1	·	-4.5	-12.0
O=C(Nc1ccccc1)c1cc(Br)ccc1F	-8.4	-12.5	-1.6
CCCN1C(=O)c2ccc(C(=O)N(C)Cc3ccc(CC)cn3)cc2C1=O	·	-5.0	7.2
COc1ccc(CN(Cc2ccco2)C(=O)Nc2cccc3ccccc23)cc1OS(C)(=O)=O	-5.7	-6.1	6.4
COCCCn1c(C)cn2c3c(=O)[nH]c(=O)n(C)c3nc12	·	-7.2	5.0

Next part, overlapping the part above by three compounds.
SMILES	mcGAS lum	hcGAS inh	NPYLR7 ag
CCCN1C(=O)c2ccc(C(=O)N(C)Cc3ccc(CC)cn3)cc2C1=O	·	-5.0	7.2
COc1ccc(CN(Cc2ccco2)C(=O)Nc2cccc3ccccc23)cc1OS(C)(=O)=O	-5.7	-6.1	6.4
COCCCn1c(C)cn2c3c(=O)[nH]c(=O)n(C)c3nc12	·	-7.2	5.0
Cc1cccc(CSc2nnc(CN)n2-c2cc(Cl)ccc2C)c1	·	2.0	8.3
CC(C)c1cc(C(=O)N2CCC(C(N)=O)CC2)nn1-c1nc2ccccc2s1	-8.4	-7.5	15.3
Cc1cc(-c2c(-c3ccccc3)ncn2CCN2CCCC(CO)C2)n[nH]1 (centres undefined)	·	3.9	14.0
COCC(=O)Nc1ccc(-c2c(-c3ccc(F)cc3)nn(-c3ccc(F)cc3)c2OC(C)=O)cc1	-2.5	-3.0	-1.7
COc1cccc(C(=O)N2CCN(c3ccc(-n4nc(C)cc4C)nn3)CC2)c1	-9.7	-3.7	-6.0
O=C(N[C@@H]1CCCCC1NC(=O)C1CCN(C(=O)c2ccc(Cl)cc2)CC1)c1ccccc1 (some centres undefined)	-4.9	-2.1	-2.3
Cc1ccncc1NS(=O)(=O)c1c(F)cccc1Br	·	-9.2	-23.4
Cc1nc(SCC(=O)N2C[C@]3(C)C[C@H]2CC(C)(C)C3)n[nH]1	-1.0	-0.5	-0.2
CC(=O)c1cccc(NC(=O)Nc2cccc3[nH]c(COCCO)nc23)c1	-1.7	-1.3	0.7
CCCNC(=O)N(CCCOC)CC(=O)N1CCc2sccc2C1COc1ccccc1F (centres undefined)	-4.2	-1.6	-3.7
O=C(COC(=O)c1cccs1)NCc1cccc(Cl)c1	·	-3.0	2.8
CCOc1ccc(-n2nc3cc(C)c(NC(=O)C(Cl)(Cl)Cl)cc3n2)cc1	·	-7.9	1.1
CCn1c(O)c(N=NC(=O)C(O)(c2ccccc2)c2ccccc2)c2ccccc21	-6.3	-3.4	0.3
COC(=O)C(NC(=O)Cc1ccncc1)c1cccc(C)c1 (centres undefined)	-10.2	-7.6	·
O=C(Nc1ccc(C2SCC(=O)N2c2ccc(F)cc2F)cc1)c1ccco1 (centres undefined)	-3.5	-5.8	-5.9
Fc1cccc(-c2nc(CN3CCNCC3)no2)c1	·	-7.9	25.4
COc1cccc(-c2nc3ccccn3c2NC(=O)C(C)(C)C)c1	-7.2	-6.8	-13.9
COC(=O)Cn1c(C2CC(=O)N(c3ccc(OC)cc3)C2)nc2ccccc21 (centres undefined)	-3.2	-7.2	3.6
CC(Nc1ccc(OCc2ccccc2)cc1)C(=O)NC1(C#N)CCCCC1 (centres undefined)	·	-0.3	-2.1
O=C(CSc1nc(=O)n(CCO)c2c1CCCC2)NCCc1ccccc1	-6.6	-5.8	-3.4
CCCC(=O)N1CCN(CC(OCc2cccc(Cl)c2)c2cccc(OC)c2)CC1 (centres undefined)	-6.6	-10.5	·
CCOC(=O)CNC(=O)N=C1NC(=O)C(C(C)C)O1 (centres undefined)	·	-10.2	2.4
CC(C)NC(=O)NC1CCN(c2ccccc2C(=O)N(C)Cc2ccco2)CC1	-5.9	-5.8	-0.3
CN(C)c1ccc(NC(=O)C2CCC2)cc1CN(CC1CCCO1)S(=O)(=O)c1cccc(Cl)c1 (centres undefined)	-1.2	6.0	1.7
CCCN(Cc1ccccc1O)C(=O)CNC(=O)/C=C/c1ccco1	·	3.9	-4.6
Cc1ccc(OCCn2c(C)c(/C=N\n3cnnc3)c3ccccc32)c(C)c1	·	-1.1	1.1
CC(C(=O)N1CCC2(C1)NC(=O)NC2=O)N1CCCCCC1 (centres undefined)	·	-4.4	2.9
OCC1(O)CCCN(Cc2ccccc2-c2ccccc2)CC1 (centres undefined)	·	-7.0	3.4
Cc1cc(C(=O)CN2C(=O)NC3(CCC(C(C)(C)C)CC3)C2=O)c(C)n1-c1nccs1 (centres undefined)	-6.3	-2.6	-1.9
CCCN1C(=O)C(C)(C)COc2cc(NC(=O)NCCc3ccccc3)ccc21	·	-3.7	-10.2

Given bar-delimited: entries from further up.
canonical_smiles | mcGAS lum | hcGAS inh | NPYLR7 ag
CC(C(=O)N1CCC2(C1)NC(=O)NC2=O)N1CCCCCC1 (centres undefined) | · | -4.4 | 2.9
OCC1(O)CCCN(Cc2ccccc2-c2ccccc2)CC1 (centres undefined) | · | -7.0 | 3.4
Cc1cc(C(=O)CN2C(=O)NC3(CCC(C(C)(C)C)CC3)C2=O)c(C)n1-c1nccs1 (centres undefined) | -6.3 | -2.6 | -1.9

The listing picks up, starting 3 compounds before the break.
SMILES	mcGAS lum	hcGAS inh	NPYLR7 ag
OCC1(O)CCCN(Cc2ccccc2-c2ccccc2)CC1 (centres undefined)	·	-7.0	3.4
Cc1cc(C(=O)CN2C(=O)NC3(CCC(C(C)(C)C)CC3)C2=O)c(C)n1-c1nccs1 (centres undefined)	-6.3	-2.6	-1.9
CCCN1C(=O)C(C)(C)COc2cc(NC(=O)NCCc3ccccc3)ccc21	·	-3.7	-10.2
CCC(C)(C)NC(=O)C1CCCN(S(C)(=O)=O)C1 (centres undefined)	-3.6	-4.4	·
c1ccc(C(c2ccccc2)c2noc3c2CN(CCn2cncn2)CC3)cc1	-12.5	-8.6	-5.8
CCc1ccc(CN2CC[C@@H](c3ccc4c(c3)OCO4)[C@H](O)C2)nc1	·	-7.7	11.8
CC1CN(Cn2nc(Cc3ccccc3)n(-c3ccccc3)c2=S)CCO1 (centres undefined)	·	-8.5&-10.3	5.6&-1.1
CCc1nc(C)ncc1C(=O)N1CC(=O)N(C)c2ccccc21	-16.6	-17.5	2.0
COc1nn(C)cc1C(=O)Nc1nc2c(SC)cccc2s1	-7.2	-3.4	30.9
CC(c1ccccc1)N(Cc1ccco1)Cc1nc(C(=O)NCc2ccncc2)co1 (centres undefined)	-4.0	-2.7	·
c1ccc2c(c1)nc(CN1CCOCC1)n1c3ccccc3nc21	-3.3	-2.8	-7.5
CC(=O)Nc1cccc(NC(=O)c2c(-c3ccccc3Cl)noc2C)c1	·	-1.2	5.2
COC(=O)C1=C(C)NC(=S)NC1c1ccc(N(C)C)cc1 (centres undefined)	-6.0	-9.2	-0.2
Cc1nnc(NCC2(N3CCOCC3)CCCCC2)c(C#N)c1C	·	-2.9	-0.3
CC1CCc2ccccc2N1CCN=C1NS(=O)(=O)c2ccccc21 (centres undefined)	-5.6	-7.8	-3.2
OCC1(Cc2ccccc2Cl)CCN(Cc2cccc(F)c2F)CC1	·	-2.7&-7.7	-8.6&12.2
Cc1cccc(NC(=O)CCC2CCN(C(=O)CN3CCOC3=O)CC2)c1	·	-6.5&-4.0	9.8&11.3
Cc1ccccc1-n1[nH]c2c3c(ccc2c1=O)C(=O)c1ccccc1C3=O	1.8	-1.5	-3.1
N[n+]1cnn(CC(=O)c2ccc(Cl)cc2)c1	·	-3.1	-8.7
COc1ccccc1-c1ccc(NC2COC3(CCCC3)C2)nn1 (centres undefined)	·	-8.1	19.6
Cc1cc(Oc2ccc(Cl)cc2)nc(SCc2ccc(F)c(F)c2)n1	-2.3	1.6	0.7
CCOc1ccc(-n2cnnc2)cc1N	·	-2.7	9.1
Cc1onc(-c2ccccc2)c1C(=O)N1Cc2cnc(CC(C)C)nc2C1	·	-6.4	5.5
O=C(O)C1CCCN(C(=O)c2cccc3c2OCO3)C1 (centres undefined)	·	1.9	-4.9
COc1ccc(Cc2noc(COc3c(Cl)cccc3Cl)n2)cc1OC	-16.0	-1.1	-3.3
FC(F)(F)c1ccc(CNCC2CC(c3ccccc3Cl)=NO2)cc1 (centres undefined)	-5.9	-3.4	-0.8
CC(C)n1cc(C(=O)NCc2cccnc2N(C)C2CCCCC2)cn1	·	-11.2	5.2
Cc1oc(C(C)C)nc1C(=O)NCCCOC1CCN(C)CC1	-3.9	-1.0	·
O=C(Nc1ccc(-c2noc(-c3ccccc3Br)n2)cc1)c1cccc(Cl)c1	·	-2.7	-4.0
Cc1ccc(CN(CCc2ccccc2)C(=O)CN(C(=O)C2CC2)C2CCCCC2)o1	-4.0	0.3	-4.2
CCCN(C)c1cc(-c2ccccc2)nc(SCc2cccc(C(=O)N3CCOCC3)c2)n1	-4.9	-3.4	4.6
CCOC(=O)c1ccc(NC(=O)N2CCC3(CC2)SCCN3C(=O)c2cccc(C)c2)cc1	-6.0	-10.7	-3.8
CCOc1cc(/C=N\n2nnnc2N)ccc1O	·	-6.7	-10.9
CCOc1ccc(C(=O)Nc2cccnc2)cc1[N+](=O)[O-]	-0.9	1.7	1.1
COc1ccc(CNC(=O)N2CCN(c3ccccc3F)CC2)cn1	-5.8	-5.1	6.8
CN(Cc1noc(-c2ccccc2)n1)Cc1ncccc1C(=O)O	-16.9	-2.4	5.9
CC1(C(=O)NS(=O)(=O)c2ccccc2Cl)CCN1C(=O)c1ccco1 (centres undefined)	·	2.9	1.9
CSc1ccc(-c2ccc3c(c2)C(=O)N2C[C@@H](NC(=O)c4cnccn4)C[C@H]2C(=O)N3)cc1	0.6	-0.4	-10.4
COc1cc(OC)cc(C(=O)Nc2cccc(C3SCC(=O)N3c3ccc(C(F)(F)F)cc3)c2)c1 (centres undefined)	-3.3	-3.7	10.8
CC(C)[C@]1(O)CN(c2cc(N3CCOCC3)nc(N)n2)C[C@H]1C	-6.1	-9.1	·
O=c1c2cnc(N3CCOCC3)nc2ccn1-c1ccc(Cl)cc1Cl	-8.3	-4.1	-11.9
COc1ccc(CCN(C)C(=O)c2cc3n(n2)CCN(Cc2ccc(Cl)c(Cl)c2)C3=O)cc1OC	-0.6	2.3	5.0
CC1(C)CC[C@]2(C(=O)O)CC[C@]3(C)C(=CCC4[C@@]5(C)CC[C@@H](O)C(C)(C)C5CC[C@]43C)C2C1 (some centres undefined)	0.3	3.6	·
COc1ccc2c([N+](=O)[O-])c(N3CCCC3)[nH]c2c1	·	6.3	-3.0
